Source: PubChem
KOR beta-arrestin-1 = kappa opioid receptor blockers – cell-based, luminescence, uHTS (AID 1778); KOR beta-arrestin recruitment, luminescence, antagonist mode; higher % means a stronger effect; inhibition, % at 10 µM, or IC50 in µM where a hit was titrated; hit rate 0.091% among 290,000; also: strong numbers were not always called active
KOR beta-arrestin-2 = kappa opioid receptor activators – cell-based, luminescence, uHTS, primary screen (AID 1777); KOR beta-arrestin recruitment, luminescence; higher % means a stronger effect; activation, % at 10 µM; hits with a dose series show EC50 in µM; hit rate 0.02% among 280,000; in the data active = activation above about 50%, passing the limit was not always enough; also: a part of the inactive calls stands beside numbers as strong as those of hits
SIAH1 antagonists = blockers of Siah-1 interaction with plectin peptide – biochemical, fluorescence polarization, rhodamine-plectin, uHTS, primary screen (AID 1817); Siah-1 / rhodamine-plectin peptide fluorescence polarization; higher % means a stronger effect; displacement, % at 20 µM; hits with a dose series show IC50 in µM; hit rate 0.02% among 290,000;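 active = displacement of at least 50% at 20 µM, with a fluorescence ratio check between 0.3 and a set limit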;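 also: plate controls were Siah plus tracer with DMSO for no effect and tracer alone without Siah for full effect; strong numbers were not always called active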
HIV peptide binding = cell-free HIV fusion peptide-binding blockers – biochemical, uHTS, fluorescence dequenching, primary screen (AID 1986) | inhibition, % at 20 µM; hits with a dose series show IC50 in µM | cell-free peptide binding, fluorescence dequenching, 30 min; higher % means a stronger effect | hit rate 0.3% among 290,000; in the data active = inhibition mostly above about 52%, no sharp cut-off; inactive = mostly below about 76%; also: some results filed as inactive read as strong as hits
Myeloid diff MLP = myeloid differentiation induction. ER-HoxA9 myeloid progenitors, lysozyme-GFP differentiation, flow cytometry. calls only at 10 µM. hit rate 1% among 360,000;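 active = normalized GFP-positive differentiation at or above the plate's own cutoff, the solvent-only control mean plus 3 SD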;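 also: cells exposed to compound for four days before flow analysis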
LYP phosphatase = inhibitors of LYP phosphatase, biochemical, fluorescence intensity, uHTS (AID 1779). hit rate 0.054% among 290,000. inhibition, % at 11.5 µM; hits with a dose series show IC50 in µM. recombinant LYP phosphatase, fluorescence intensity; higher % means a stronger effect;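 also: plate controls were vehicle with enzyme for no effect and no enzyme for full effect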
PhoP inhibition = PhoP-dependent GFP reporter repression – Salmonella Typhimurium, primary screen (AID 1863). hit rate 0.16% among 300,000. inhibition, % at 50 µM, or IC50 in µM where a hit was titrated. S. Typhimurium PhoP-regulated promoter GFP reporter, 4 h; higher % means a stronger effect;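 active = inhibition over 29.93%, a cutoff 3 SD above the screen mean, later confirmed by dose response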;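 also: 0% = low Mg2+ inducing control and 100% = high Mg2+ repressing control; strong numbers were not always called active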
NOD2 inhibition = inhibition of NOD2-driven NF-kB reporter – cell-based, luminescence, uHTS, HEK293 (AID 1566) | HEK293 NOD2/NF-kB luciferase reporter, luminescence; higher % means a stronger effect | inhibition, % at 4 µM; hits with a dose series show EC50 in µM | hit rate 0.63% among 290,000; also: many of its hits are not listed in these tables
NOD1 inhibition = NOD1 signaling inhibitors, primary screen, cell-based, luminescence, uHTS (AID 1578) | inhibition, % at 4 µM; hits with a dose series show EC50 in µM | hit rate 1% among 290,000 | NOD1-driven NF-kB luciferase reporter cells, luminescence; higher % means a stronger effect; in the data active = inhibition mostly above about 36%, no sharp cut-off; inactive = mostly below about 34%;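 also: HEK-293T reporter cells stimulated with the NOD1 agonist gamma-tri-DAP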
Myeloid diff MLP GFP+ MAC1+ % = second read-out of Myeloid diff MLP, no call of its own (marks repeat the call); GFP+ MAC1+ double positive, %; measured here: differentiation confirmed by MAC1 staining
An asterisk follows results filed as active; i = inactive; nt = not tested or not shown; + = active, no number; [ ] = dose if it differs, or a comment. Rule as the data show it, unless noted: active = inhibition above about 50%; inactive = the rest. Some of the compounds tested; count on the stated rates, not on these rows.

SMILES	KOR beta-arrestin-1	KOR beta-arrestin-2	SIAH1 antagonists	HIV peptide binding	Myeloid diff MLP	Myeloid diff MLP GFP+ MAC1+ %	LYP phosphatase	PhoP inhibition	NOD2 inhibition	NOD1 inhibition
Cc1c(N2C(=O)/C(=C3\C(=O)N(CC(=O)O)c4ccccc43)SC2=S)c(=O)n(-c2ccccc2)n1C	-4%	7.3%	-2%	-1.9%	i	0.5	0%	7%	4%	-8%
O=C(CCNC(=O)Cn1ccc2ccccc2c1=O)NCCCN1CCN(c2ccccc2F)CC1	10%	14%	2%	0.6%	i	0.6	-10%	-1%	20%	7%
Cc1ccc(-c2cc(C(=O)OCC(=O)Nc3ncc(C(F)(F)F)cc3Cl)c3ccccc3n2)cc1	19%	46%	17%	0.2%	i	0.3	0%	-12%	11%	-31%
O=C1NC2(CCCCC2)Cc2ccccc21	13%	-3.6%	-3%	-1.0%	i	4.5	-12%	-2%	18%	-18%
Cc1ccc(C(=O)NC(N2CCCC2)C(Cl)(Cl)Cl)cc1 (stereo not given)	30%	0.7%	1%	2.3%	i	0.9	-4%	-3%	5%	-6%
COc1ccc(S(=O)(=O)N2CCN(C(=O)c3ccco3)CC2)cc1C(C)(C)C	7%[20 µM]	-7.5%	-2%	-1.6%	i	0.3	-5%	-3%	15%	-21%
CC1CCN(C(=O)c2ccc(NS(C)(=O)=O)cc2)CC1	31%	-1.0%	14%	0.3%	i	1.0	1%	0%	-8%	-13%
COc1ccccc1CNC(=O)c1ccccc1NS(C)(=O)=O	18%	-1.2%	1%	-0.3%	i	0.7	-6%	-1%	9%	0%
O=C(NC(=S)NCc1nc2ccccc2[nH]1)c1ccc(F)cc1	7%	-4.6%	0%	-0.9%	i	0.4	-2%	-5%	4%	-37%
COc1ccc(OC)c(C2=NS(=O)(=O)N(C)C(C(=O)Nc3cccc(C(C)=O)c3)=C2)c1	-19%	-2.9%	1%	0.4%	i	4.0	-9%	-3%	12%	10%
COc1cc([N+](=O)[O-])ccc1NC(=O)CCCOc1cc(C)ccc1C	10%	-6.8%	2%	-1.3%	i	0.3	-2%	-3%	12%	-37%
CC(C)C[C@@H]1NC(=O)[C@H](CO)NC(=O)c2cc([N+](=O)[O-])cc(I)c2OCC[C@@H](C(N)=O)NC1=O	-11%	-1.4%	0%	4.5%	i	0.8	-4%	5%	-4%	-27%
CC(/C=N/n1c(-c2cccnc2)n[nH]c1=S)=C\c1ccccc1	-8%	-1.8%	-4%	3.1%	i	0.5	-6%	8%	41%	30%
Cc1nc2sccn2c(=O)c1S(=O)(=O)N1CCN(c2ccc(F)cc2)CC1	5%[20 µM]	-3.1%	-3%	3.2%	i	4.6	-9%	nt	14%	12%
CCC(CC)C1C(C#N)=C(N)Oc2cc(C)oc(=O)c21 (stereo not given)	3%	-6.6%	0%	1.4%	i	6.0	-5%	-7%	-6%	-12%
CCCC(=O)Nc1c2c(nn1-c1ccc([N+](=O)[O-])cc1)CS(=O)(=O)C2	3%	-4.0%	0%	-2.4%	i	0.4	-5%	nt	-1%	-9%
O=C(O)c1cc(O)c2c(c1)C(=O)c1cc(O)cc(O)c1C2=O	5%	0.0%	19%	46%	i	1.5	-5%	4%	12%	18%
CCN(CC)CC(=O)NC1CC(C)(C)Cc2c1cnn2-c1ccc(F)cc1 (stereo not given)	-29%[20 µM]	-3.4%	5%	0.8%	i	0.4	-9%	-3%	1%	-30%
C/C(=N\NC(=O)c1ccccc1C)c1cccnc1	-34%	3.9%	3%	-0.9%	i	1.0	-6%	6%	-28%	1%
CCN(C/C=C/c1ccccc1OC)Cc1ccccc1	-25%[20 µM]	-3.7%	12%	0.0%	i	0.2	-5%	-5%	-1%	-23%
CCOC(=O)Cc1csc(NC(=O)c2ccncc2)n1	34%	-2.5%	7%	0.4%	i	0.5	-4%	2%	33%	13%
CCN1CCN(Cc2cc(=O)oc3cc4c(cc23)CCC4)CC1	15%	-2.7%	-2%	-3.6%	i	0.3	-2%	2%	18%	-11%
CCN(CC)Cc1c(O)ccc2c(C)c(CC(=O)OC)c(=O)oc12	9%	-0.2%	2%	-2.7%	i	1.2	-44%	0%	5%	-8%
COc1ccc(Oc2cnn(-c3ccccc3)c(=O)c2Br)cc1	-15%[20 µM]	1.9%	-3%	0.0%	i	2.6	-5%	-2%	20%	-7%
Cc1ccc(O)c(-c2cc(-c3cccc(Br)c3)n[nH]2)c1	-84%[20 µM]	nt	2%	0.8%	i	0.3	7%	-3%	-24%	-14%

Full records, looked up by structure. Order of values: KOR beta-arrestin-1 | KOR beta-arrestin-2 | SIAH1 antagonists | HIV peptide binding | Myeloid diff MLP | Myeloid diff MLP GFP+ MAC1+ % | LYP phosphatase | PhoP inhibition | NOD2 inhibition | NOD1 inhibition
O=C(O)c1cc(O)c2c(c1)C(=O)c1cc(O)cc(O)c1C2=O across the screens: 5% | 0.0% | 19% | 46% | i | 1.5 | -5% | 4% | 12% | 18%
CC(C)C[C@@H]1NC(=O)[C@H](CO)NC(=O)c2cc([N+](=O)[O-])cc(I)c2OCC[C@@H](C(N)=O)NC1=O across the screens: -11% | -1.4% | 0% | 4.5% | i | 0.8 | -4% | 5% | -4% | -27%
Cc1ccc(-c2cc(C(=O)OCC(=O)Nc3ncc(C(F)(F)F)cc3Cl)c3ccccc3n2)cc1 across the screens: 19% | 46% | 17% | 0.2% | i | 0.3 | 0% | -12% | 11% | -31%

Later entries.
SMILES	KOR beta-arrestin-1	KOR beta-arrestin-2	SIAH1 antagonists	HIV peptide binding	Myeloid diff MLP	Myeloid diff MLP GFP+ MAC1+ %	LYP phosphatase	PhoP inhibition	NOD2 inhibition	NOD1 inhibition
Cc1ccc(N=Nc2[nH]c3ccccc3c2O)cc1	-6%	0.9%	0%	-2.1%	i	1.1	-6%	-24%	-37%	-16%
S=c1nc(NCCc2ccccc2Cl)c2ccccc2[nH]1	-32%	1.2%	0%	-0.1%	i	0.3	-3%	-6%	2%	-4%
COc1ccc(CCNC(=O)CCSc2nc(-c3ccco3)cc(C(F)(F)F)n2)cc1	-79%	-2.3%	-4%	-6.5%	i	1.1	-4%	3%	-20%	9%
COc1ccc(NC(=O)c2ccc3c(c2)C(=O)N(Cc2cccnc2)C3=O)cc1	16%	-1.9%	2%	-0.8%	i	0.9	0%	27%	8%	-1%
COc1ccc(NS(=O)(=O)c2cc(NC(=O)Cc3cccs3)ccc2C)cc1	15%	4.2%	-1%	-0.3%	i	0.4	-2%	-12%	17%	-11%
CC(c1ccco1)N(C(=O)c1ccccc1NS(=O)(=O)c1cc([N+](=O)[O-])ccc1Cl)c1ccccn1 (stereo not given)	9%	-4.6%	-4%	2.8%	i	0.9	-1%	-15%	6%	10%
CC(=O)NCCC(=O)Nc1cc(S(=O)(=O)N2CCOCC2)ccc1Oc1ccccc1	-17%	0.4%	2%	0.6%	i	1.4	-12%	-3%	5%	-34%
COc1ccccc1NC(C)C(=O)N/N=C/c1cccs1 (stereo not given)	20%	2.4%	4%	-0.1%	i	0.3	3%	1%	6%	-29%
CCN(c1ccccc1)S(=O)(=O)c1cc2c(cc1C)N(C)CCO2	30%[20 µM]	-5.1%	5%	-3.0%	i	1.5	-8%	nt	5%	-3%
Cc1nn(C)cc1CNC(=O)C1C2CCC(O2)C1C(=O)O (stereo not given)	4%	0.3%	1%	-1.0%	nt	nt	1%	-16%	9%	-13%
Cc1ccccc1CSCC(=O)NNC(=S)NCC1CCCO1 (stereo not given)	-29%	-2.0%	13%	-1.7%	i	0.0	-8%	1%	-2%	-28%
O=C(CCSCCc1ccccn1)Nc1cc(F)ccc1F	-32%	-0.1%	3%	0.7%	i	0.8	0%	-3%	-20%	-31%
CN1CCN(C(=S)NCCc2ccccc2)CC1	-22%	-0.2%	3%	-0.2%	i	0.7	-5%	11%	-19%	-24%
Cc1cc(C)cc(NC(=O)COC(=O)c2n[nH]c3ccccc23)c1	-5%	-1.8%	11%	0.7%	i	0.6	0%	-8%	-24%	-45%
Cc1c(N=C2C(=O)Nc3ccccc32)c(=O)n(-c2ccccc2)n1C	15%	-5.4%	-1%	1.7%	i	1.2	-6%	3%	13%	-10%
Cc1ccc(-n2cc(C(=O)c3ccc4ccccc4c3O)cn2)cc1	-29%	-1.2%	1%	0.2%	i	0.5	6%	14%	-14%	-1%
COc1cccc(C(=O)NN2c3ccccc3CCc3ccccc32)c1	-8%	24%	-1%	-3.7%	+	1.5*	-3%	-10%	-24%	12%
O=C(Cc1ccccc1)Nc1ccccc1C(=O)NCC1CCCO1 (stereo not given)	-8%	-0.3%	2%	-0.1%	i	0.9	-9%	-4%	10%	-8%
Cn1nc([N+](=O)[O-])nc1Sc1ccc(Cl)cc1	14%	-7.1%	4%	-2.1%	i	0.3	-6%	10%	23%	0%
COc1ccc(C(=O)N/N=C/c2sc(N3CCOCC3)nc2-c2ccccc2)cc1OC	-5%	-1.5%	-1%	3.1%	i	1.1	6%	0%	-2%	-14%
Cc1ccc(-c2nn3cnnc3c3ccccc23)cc1C	8%	2.8%	-4%	-1.3%	nt	nt	-4%	-6%	34%	-27%
COc1cc(C(C)=O)ccc1OCC(O)CN1CCN(c2ccccn2)CC1 (stereo not given)	-7%[20 µM]	-4.8%	2%	-0.5%	i	0.5	-9%	1%	-6%	-29%
CCc1cc(=O)oc2c(C)c(OCC(=O)NCCN3CCOCC3)ccc12	-53%	0.6%	-1%	2.0%	i	4.3	-4%	-7%	5%	-2%
Cc1cc(Nc2ccc(Br)cc2F)n2nc(C)nc2n1	-6%	9.3%	-3%	-1.5%	i	1.1	3%	9%	11%	-29%
CC(NC(=O)c1ccccc1Br)c1nnc(SCC(=O)NC2=NCCS2)n1C (stereo not given)	-20%	-0.1%	4%	1.1%	i	0.0	-7%	10%	1%	-6%

Continued.
SMILES	KOR beta-arrestin-1	KOR beta-arrestin-2	SIAH1 antagonists	HIV peptide binding	Myeloid diff MLP	Myeloid diff MLP GFP+ MAC1+ %	LYP phosphatase	PhoP inhibition	NOD2 inhibition	NOD1 inhibition
CCc1ccc2[nH]c(=O)c(CN(Cc3ccc4c(c3)OCO4)Cc3nnnn3C3CCCC3)cc2c1	-12%	14%	0%	-2.3%	i	1.1	2%	10%	-10%	-36%
COc1ccc(S(=O)(=O)N2CCN(c3ccc(F)cc3)CC2)cc1C(=O)N1CCCC1	-17%	5.7%	1%	-1.5%	i	0.5	-10%	-1%	9%	3%
O=C(NC(=S)Nc1ccc(Cc2ccncc2)cc1)c1ccccc1F	-50%[20 µM]	-11%	-5%	-0.8%	i	0.4	-5%	2%	5%	-11%
COc1cc(NS(=O)(=O)c2c(C)[nH]c(C)c2C(=O)N2CCCCC2)cc(OC)c1OC	-23%	1.6%	1%	-0.4%	i	7.0	-7%	10%	16%	-14%
O=C(NN=C1CCCC1)c1n[nH]c2c1CCCC2	-14%[20 µM]	nt	-5%	-1.8%	i	0.7	-8%	0%	-24%	24%
Cc1cccc(N/C(N)=N/c2nc(C)cc(=O)[nH]2)c1	-7%[20 µM]	nt	-7%	-1.1%	i	0.0	-8%	5%	5%	-16%
CCOCCCNC(=O)c1ccccc1NC(=O)C1=C(C)OCCS1	-20%	0.8%	1%	1.1%	i	0.7	-5%	0%	-7%	-11%
S=C(NCCc1ccc(Cl)cc1)NCc1ccccc1	-3%	1.2%	19%	1.1%	i	0.5	-8%	3%	-9%	-42%
COc1ccc(NC(=O)CCC(=O)N2CCCC2)c([N+](=O)[O-])c1	14%	0.1%	2%	0.0%	i	0.6	-11%	-1%	7%	-14%
